RmlCD inh 1536: M. tuberculosis RmlC/RmlD inhibition. P9WH09+P9WH11. RmlC+RmlD coupled enzyme assay, percent inhibition; primary screen in compound mixtures. inhibition, % at 3.6 µM. 0.03% of 160,000 active. AID 1533; in the data active means inhibition mostly above about 34%, no sharp cut-off; further: some results filed as inactive read as strong as hits
Target sequence (P9WH09 whole entry, looked up): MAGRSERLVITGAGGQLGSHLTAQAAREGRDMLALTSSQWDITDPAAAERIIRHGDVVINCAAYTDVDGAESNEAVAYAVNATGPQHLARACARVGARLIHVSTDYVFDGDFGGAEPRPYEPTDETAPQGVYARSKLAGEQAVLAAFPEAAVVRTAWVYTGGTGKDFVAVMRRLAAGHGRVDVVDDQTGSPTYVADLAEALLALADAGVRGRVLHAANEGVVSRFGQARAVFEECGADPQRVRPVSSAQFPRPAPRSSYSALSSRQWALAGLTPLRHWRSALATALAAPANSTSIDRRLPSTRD
Target sequence (P9WH11 whole entry, looked up): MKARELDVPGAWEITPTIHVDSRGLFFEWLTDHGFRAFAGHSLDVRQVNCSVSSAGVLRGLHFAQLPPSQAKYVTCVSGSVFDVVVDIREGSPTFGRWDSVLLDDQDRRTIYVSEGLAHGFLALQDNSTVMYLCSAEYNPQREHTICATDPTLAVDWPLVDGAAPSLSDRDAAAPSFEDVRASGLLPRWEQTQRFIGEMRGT
GlmU inhibition: inhibition of mycobacterial GlmU enzyme – biochemical, glucosamine-1-phosphate acetyltransferase (AID 1376); M. tuberculosis GlmU acetyltransferase enzyme assay; higher % means a stronger effect; one-dose inhibition, %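 (tested at 30 µM in the primary screen)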; IC50 in µM for titrated hits; 0.25% of 220,000 active; in the data active means inhibition above about 13%;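 further: 0% = complete reaction with vehicle and 100% = reaction without substrate; strong numbers were not always called active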
Numbers without * were called inactive; / = not tested or not shown. The list is partial; count on the stated rates, not on these rows.

SMILES | RmlCD inh 1536 | GlmU inhibition
CCOC(=O)C1CCN(C(=O)C2CCN(S(=O)(=O)N3CCCC3)CC2)CC1 | 7 | -3.0%
CCN(CC)c1nc2nonc2nc1N(CC)CC | 13 | 5.9%
C=C(C)c1cccc(C(C)(C)NC(=O)N2CCN(c3ccc(OC)cc3)CC2)c1 | 2 | 0.0%
COCCCN1C(=O)CC(C(=O)OC)=C1C | 6 | 4.1%
COn1c(C)c(C(C)=O)c2c3nonc3ccc21 | / | -3.9%
Cc1cccc(OCCn2cnc(Cl)c2Cl)c1 | 6 | -3.8%
O=[N+]([O-])c1ccc(-c2ccc(/C=N/Nc3nc(NCc4ccccc4)nc(N4CCOCC4)n3)o2)cc1 | -9 | 4.3%
O=C(Nc1ccc(N2CCOCC2)cc1)C1CCCN(S(=O)(=O)c2ccccc2)C1 (stereo not given) | / | 2.8%
O=C(NC1CCCCCC1)C1CCN(S(=O)(=O)c2cnc[nH]2)CC1 | / | -3.7%
CSCCC(NC(=O)c1cc(C(C)(C)C)oc1C)C(=O)O (stereo not given) | -9 | 4.2%
COc1ccc(OC)c(NC(=O)c2cc3n(n2)C(C(F)(F)F)CC(c2ccc4c(c2)OCO4)N3)c1 (stereo not given) | / | 2.2%
O=C(CN1CCN(c2ccc(F)cc2)CC1)c1cccs1 | -6 | 0.8%
CN(Cc1ccccc1)Cc1nc2c(c(=O)n(C)c(=O)n2C)n1Cc1ccc(Cl)cc1 | 10 | 0.1%
Cc1nn(C)c(Oc2ccccc2)c1CCNC(=O)C(C)(C)C | -11 | 1.4%
CCN1CCN(CCOc2ccc(Br)cc2C)CC1 | -6 | -6.7%
Cc1nc(NC(=O)CCc2ccccc2)ccc1Br | 16 | -8.0%
CCO[C@H]1OC(C(=O)Nc2ccccc2)=C[C@@H](c2csc3ccccc23)[C@@H]1CCCO | / | 0.8%
COC(=O)Cn1c(C(=O)N2CCCC2)cc2c1C[C@H]1CN(C(=O)c3ccccc3)[C@@](Cc3ccc(F)cc3)(C(=O)OC)[C@@H]21 | / | -0.6%
CCOc1ccc2nc(NC(=O)C(NS(=O)(=O)c3cccs3)C(C)C)sc2c1 (stereo not given) | -7 | 1.9%
CCc1ccc2nc(Nc3ncc(C(C)=O)c(C)n3)nc(C)c2c1 | 11 | -6.2%
CCOC(=O)N1CC(=O)Nc2ccc(Br)cc2C1c1ccccc1 (stereo not given) | -11 | 3.4%
Cn1c(=O)c2c(SCc3cccnc3)nc(CC(C)(C)C)nc2n(C)c1=O | 13 | 1.4%
Cc1nccn1CCCNC(=O)CC1C(=O)NCCN1Cc1ccc(Cl)c(F)c1 (stereo not given) | 0 | -0.6%
CC(=O)CCc1c(C)c2cccc(C)c2[nH]c1=O | 8 | 3.8%
Nc1nnc(C(c2ccccc2)c2ccccc2)s1 | / | 1.3%
Later entries.
SMILES | RmlCD inh 1536 | GlmU inhibition
CC(C)Nc1nnc(SCC(=O)Nc2ccc3c(c2)C(=O)c2ccccc2C3=O)s1 | -9 | -0.6%
COc1ccccc1C(=O)C1CCCN(C(=O)C2CCCC2)C1 (stereo not given) | -8 | 3.9%
O=C(CNC(=O)c1cccc(F)c1)N/N=C/c1cccc([N+](=O)[O-])c1 | 4 | 1.5%
Nc1ccc(C(=O)N/N=C2/CN3CCC2CC3)cc1 | 13 | 6.9%
NC(=O)C(Cc1ccccc1)NS(=O)(=O)c1ccc(N2CCCC2=O)cc1 (stereo not given) | -7 | 0.3%
N#CCN1CCC/C1=C\[N+](=O)[O-] | / | 2.9%
NC(=S)NN=C(Cc1ccccc1)Cc1ccccc1 | / | -2.7%
Cc1cc(C)n(C(=O)c2cccc(S(=O)(=O)N3CCOCC3)c2)n1 | 20 | 1.8%
CC(=O)Nc1ccc(S(=O)(=O)NNC(=O)C(=O)NNc2ccccn2)cc1 | -18 | 1.9%
CCCN(CCC)C(=S)Nc1cc(C(=O)OC)ccc1C(=O)OC | -50 | 3.3%
S=C(NC1CCCCC1)N1CCn2cccc2C1c1ccncc1 (stereo not given) | 4 | 5.4%
CC(=O)SCC(C)C(=O)NCc1ccccc1 (stereo not given) | / | 8.4%
COc1cccc(Oc2ccc(C(F)(F)F)cc2NC(=O)c2cccc(F)c2)c1 | -11 | 3.5%
O=C(O)c1ccc(N=Cc2c(O)ccc3oc4c(c23)CCCC4)cc1 | -10 | 3.6%
Cn1ncc(Cl)c1C(=O)NCc1ccco1 | / | 1.9%
Cc1nnc2sc(SCC(=O)Nc3ccc(Br)cc3)nn2c1=O | 32 | 9.5%
CCn1nnnc1SCC(=O)c1ccc(C)cc1C | / | 0.8%
COc1ccnc(Oc2cccc(C(F)(F)F)c2)c1C(=O)N/C=N/OCc1ccccc1F | -14 | -1.6%
S=C(NCCC(c1ccccc1)c1ccccc1)Nc1ccccc1Cl | 3 | -4.6%
COc1ccccc1N1C(=O)NC(=O)/C(=C/c2ccc([N+](=O)[O-])s2)C1=O | -19 | 3.6%
CCN(CC)CCCN(Cc1cc2cc3c(cc2[nH]c1=O)OCCO3)C(=O)Nc1ccc(F)cc1 | 18 | -3.0%
O=C(c1cccc(OCc2ccccc2)c1)N1CCOCC1 | 6 | 2.6%
COc1ccc(C2CC(=O)C3=C(C2)Nc2ncnn2C3c2ccccc2C)cc1 (stereo not given) | 2 | 1.0%
CN(C)c1ccc(CNC(=O)C2CCC(CNc3c(N4CCCCC4)c(=O)c3=O)CC2)cc1 (stereo not given) | 1 | 2.0%
C=CCC(NCc1ccco1)c1ccc(OC)cc1OC (stereo not given) | 9 | -3.9%

Grouped by structure: those above containing fluorine
SMILES | RmlCD inh 1536 | GlmU inhibition
COc1ccc(OC)c(NC(=O)c2cc3n(n2)C(C(F)(F)F)CC(c2ccc4c(c2)OCO4)N3)c1 (stereo not given) | / | 2.2%
O=C(CN1CCN(c2ccc(F)cc2)CC1)c1cccs1 | -6 | 0.8%
COC(=O)Cn1c(C(=O)N2CCCC2)cc2c1C[C@H]1CN(C(=O)c3ccccc3)[C@@](Cc3ccc(F)cc3)(C(=O)OC)[C@@H]21 | / | -0.6%
Cc1nccn1CCCNC(=O)CC1C(=O)NCCN1Cc1ccc(Cl)c(F)c1 (stereo not given) | 0 | -0.6%
O=C(CNC(=O)c1cccc(F)c1)N/N=C/c1cccc([N+](=O)[O-])c1 | 4 | 1.5%
COc1cccc(Oc2ccc(C(F)(F)F)cc2NC(=O)c2cccc(F)c2)c1 | -11 | 3.5%
COc1ccnc(Oc2cccc(C(F)(F)F)c2)c1C(=O)N/C=N/OCc1ccccc1F | -14 | -1.6%
CCN(CC)CCCN(Cc1cc2cc3c(cc2[nH]c1=O)OCCO3)C(=O)Nc1ccc(F)cc1 | 18 | -3.0%

Further entries:
SMILES | RmlCD inh 1536 | GlmU inhibition
CCCCCc1cc(=O)oc2c(C(CCN3CCN(c4ccccc4)CC3)c3ccc(N(C)C)cc3)c(OC)cc(OC)c12 (stereo not given) | / | -5.6%
O=C(Cn1nc(C(F)F)cc1C(F)F)N/N=C/c1ccc2c(c1)OCO2 | 8 | 5.2%
O=C(Cc1ccc(Cl)cc1)NNS(=O)(=O)c1ccc([N+](=O)[O-])cc1 | 5 | -3.5%
O=C(O)CC1S/C(=N/N=C/C=C/c2ccccc2[N+](=O)[O-])NC1=O (stereo not given) | / | -6.1%
N#Cc1c(Nc2ccccc2)c(/C=N/NCCO)c[nH]c1=O | 5 | -1.9%
Cc1ccc(S(=O)(=O)C2(C(=O)N3CCCCC3C)CC2)cc1 (stereo not given) | 5 | 0.0%
CCOC(=O)N(CC)OC(=O)Nc1ccc(Cl)cc1 | / | -1.7%
CCOc1ccc(-c2nc(-c3ccncc3)no2)cc1OCC | 2 | 5.6%
CCC(CC)C1C(C#N)=C(N)Oc2n[nH]c(-c3ccccc3)c21 (stereo not given) | / | 1.2%
Cc1ccc2c(c1)C(c1ccccc1)C(=O)O2 (stereo not given) | 8 | 2.4%
CNC(=O)Nc1ccccc1F | 3 | 1.3%
CN(NC(=O)c1ccccc1)c1ncc(C(F)(F)F)cc1Cl | -10 | 0.0%
CCC1(C)N=c2c(c(=O)n(C)c(=O)n2C)=NO1 (stereo not given) | / | -5.0%
CCc1ccc(N2CC(C)Cn3c2nc2c3c(=O)n(CCN3CCOCC3)c(=O)n2C)cc1 (stereo not given) | -4 | 0.1%
COc1cccc(C2=NOC(C(=O)N3CCN(c4ccccc4)CC3)C2)c1OC (stereo not given) | -8 | -3.7%
CN1CCc2nc(SC(C(=O)O)c3ccccc3)c(C#N)c(-c3cccs3)c2C1 (stereo not given) | -15 | 0.7%
Cc1cc(Cl)ccc1N1C(=O)CC(NNC(=O)c2cccnc2)C1=O (stereo not given) | 7 | 11%
O=C(NCc1ccccn1)C(F)(F)C(F)(F)C(=O)NCc1ccccn1 | -3 | -5.5%
CC(C)C(=O)Nc1nnc(CSCc2ccccc2F)s1 | 1 | 4.2%
CCOc1cc(NC(=S)NCc2ccco2)c(OCC)cc1NC(=O)CC | / | 1.9%
CCCC(=O)Nc1ccc(C(=O)NCCCn2ccnc2)cc1 | -6 | 6.2%
O=C(c1cc2nc(-c3ccc(F)cc3)cc(C(F)(F)F)n2n1)N1CCOCC1 | / | 7.3%
O=C(CN1CCCc2ccccc21)N/N=C/c1c(O)ccc2ccccc12 | 78 | 2.5%
CC1=C(C#N)c2nc(N)c(C#N)c(C)c2/C1=C\c1ccc(C)cc1 | 16 | 2.5%
O=C(CS(=O)(=O)c1c[nH]c2ccccc12)Nc1ccc2c(c1)OCCO2 | 3 | -0.3%
(further entries)
SMILES | RmlCD inh 1536 | GlmU inhibition
COC(=O)c1cccc(NC(=O)CSc2nc3cccnc3n2C)c1 | / | 2.3%
CC(C)CC1(C(=O)O)NC(c2ccccc2O)C2C(=O)N(C(C)C)C(=O)C21 (stereo not given) | 1 | 1.2%
CCOC(=O)c1ccc(N(CC(=O)NC2CCCC2)C(=O)CNC(=O)c2ccco2)cc1 | -5 | -0.7%
COc1ccc(CCNC(=O)c2cnn3cccnc23)cc1OC | 12 | 1.0%
O=C(NCCSc1ccc(Br)cc1)c1ccccc1 | 8 | 2.3%
Cc1cc(C)n(CCNc2nc3nonc3nc2N2CCCCC2)n1 | / | 1.7%
CC1CCc2ccc(F)cc2N1S(=O)(=O)c1cccs1 (stereo not given) | -2 | 3.2%
Cc1ccc(NC(=O)COC(=O)c2ccc(OCc3c(C)noc3C)cc2)cc1S(=O)(=O)N1CCOCC1 | -54 | -6.1%
CCCNC(=O)CN(CCc1ccccc1)S(C)(=O)=O | 6 | -0.1%
N#C/C(C(=O)N1CCOCC1)=C1/SC(Cc2ccc(F)cc2)C(=O)N1c1ccccc1 (stereo not given) | / | -2.8%
O=C(Nc1ccccc1)C(Cc1ccccc1)NC(=O)C12CC3CC(CC(C3)C1)C2 (stereo not given) | / | 1.0%
COc1ccc(/C=N/n2cnn(Cc3ccccc3Cl)c2=S)cc1OC | 9 | 0.8%
Cn1nnnc1SCc1ccccc1F | -6 | 2.1%
CCN(CC)S(=O)(=O)c1ccc(Cl)c(C(=O)OC)c1 | / | 6.9%
CN(CC(=O)Nc1cc(S(=O)(=O)N2CCCC2)ccc1Cl)Cc1cccs1 | -12 | 9.1%
O=C(c1csc(Nc2cccc3ccccc23)n1)N1CCCC1 | 0 | -0.3%
Cc1cc(C)c(S(=O)(=O)N(CC(=O)N2CCCC2)C2CCCCC2)c(C)c1 | 11 | 1.2%
COc1ccc(N2CCN(Cc3nc4cc(Cl)ccc4c(=O)[nH]3)CC2)cc1 | -26 | 0.8%
CCOC(=O)c1c(CC(C)C)csc1NC=O | 7 | -1.2%
COc1ccccc1C(C)NCC(=O)Nc1c(F)cccc1F (stereo not given) | / | 0.3%
Cc1ccc(S(=O)(=O)N2CCOCC2)cc1NC(=O)CN1CCN(c2ccc(O)cc2)CC1 | 2 | 1.6%
CN1CCCC(C(=O)c2ccccc2)C1 (stereo not given) | / | 3.6%
COc1ccc(C(=O)NCC(=O)OCC(=O)c2cc(OC)c(OC)c(OC)c2)cc1OC | 9 | -2.2%
Cc1ccc(-c2c(C)n([O-])c3c([n+]2=O)CCCCC3)o1 | / | 4.2%
Cc1csc(SC(C)C(=O)NCC(=O)Nc2ccc(F)c(F)c2F)n1 (stereo not given) | -6 | 2.9%

An excerpt of these results, with tabs:
Compound	RmlCD inh 1536	GlmU inhibition
Cc1csc(SC(C)C(=O)NCC(=O)Nc2ccc(F)c(F)c2F)n1 (stereo not given)	-6	2.9%
COc1ccccc1C(C)NCC(=O)Nc1c(F)cccc1F (stereo not given)	/	0.3%

Continuation.
SMILES | RmlCD inh 1536 | GlmU inhibition
CC(=O)N1CCN(S(=O)(=O)c2cccc(C(=O)OCC(=O)NC(=O)c3cccn3C)c2)CC1 | 0 | -2.8%
COc1ccc(CCNC(=O)CCCCCN2C(=O)c3ccccc3C2=O)cc1 | / | -5.2%
COc1ccc(C(=O)CSC2=C(C#N)C3(CCCCC3)C(C#N)=C(N)N2)cc1 | 70 | 4.9%
COc1ccc(OC)c(S(=O)(=O)N(C)CC(=O)N2CCN(c3ccccc3F)CC2)c1 | 15 | 1.4%
CCOC(=O)C(C(=O)OCC)N(C#N)c1nc(OC)nc(N(C)C)n1 | 7 | 0.7%
COC(=O)c1cn(CCOc2ccc(C)cc2)c2ccccc12 | / | 0.3%
O=C(NC1CCCC1)NS(=O)(=O)c1ccccc1Cl | / | -0.8%
Cn1cnc([N+](=O)[O-])c1Oc1cccc(O)c1 | 6 | 7.6%
COc1ccccc1CCC(=O)Nc1nc2ccccc2[nH]1 | -9 | 8.1%
COc1ccc(S(=O)(=O)N2CCCc3ccccc32)cc1OC | 4 | 4.7%
Cc1ccc2nc(SCC(=O)Nc3ccc4c(c3)OCCO4)[nH]c2c1 | -8 | -0.6%

Screening results as filed in PubChem BioAssay.
